Screening results from PubChem BioAssay.
TDP1 inh: qHTS Assay for Inhibitors of Tyrosyl-DNA Phosphodiesterase (TDP1) | Potency, µM (doses to about 130 µM), for the others: at the top dose activity change, negative = inhibition, actives largely listed as inhibitors | AID 485290, 2010 | recombinant TDP1, AlphaScreen DNA substrate cleavage | 350,000 compounds, 0.28% hits | Tyrosyl-DNA phosphodiesterase 1 (Homo sapiens), Q9NUW8; further: nearly all actives have a fitted effect of over 40% in size
Target sequence (Q9NUW8 whole entry, looked up): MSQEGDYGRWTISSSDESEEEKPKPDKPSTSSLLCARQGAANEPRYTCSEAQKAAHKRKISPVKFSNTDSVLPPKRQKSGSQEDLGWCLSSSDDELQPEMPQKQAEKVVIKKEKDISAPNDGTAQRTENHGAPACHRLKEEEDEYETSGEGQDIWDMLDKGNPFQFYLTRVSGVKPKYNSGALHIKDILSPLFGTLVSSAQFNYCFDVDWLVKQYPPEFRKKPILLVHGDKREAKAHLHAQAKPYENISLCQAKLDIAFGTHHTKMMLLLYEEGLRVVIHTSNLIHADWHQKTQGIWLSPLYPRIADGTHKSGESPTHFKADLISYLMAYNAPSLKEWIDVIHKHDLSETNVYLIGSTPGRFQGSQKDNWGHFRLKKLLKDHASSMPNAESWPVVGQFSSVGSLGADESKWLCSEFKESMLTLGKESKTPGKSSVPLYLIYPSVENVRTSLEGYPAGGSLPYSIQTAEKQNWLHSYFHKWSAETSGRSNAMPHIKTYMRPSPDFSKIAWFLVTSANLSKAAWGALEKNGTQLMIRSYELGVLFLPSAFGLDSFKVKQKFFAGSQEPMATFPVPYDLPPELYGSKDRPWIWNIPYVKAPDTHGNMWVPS
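E. coli-derived human Tdp1, 1 nM final. Cpd preinc 15 min RT; substrate 15 nM final, 5 min RT; AS bead mix 10 ug/ml final, 10 min RT. Signal loss = tyrosine-FITC cleavage. No-enzyme wells = max signal.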
FEN1 inhibitor: qHTS Assay for the Inhibitors of Human Flap endonuclease 1 (FEN1); P39748; Recombinant FEN1 flap cleavage, fluorescence, 15 min; Potency, µM (top dose mostly 114 µM), inactives show at the highest dose activity change, negative = inhibition, hits mostly inhibitors; 390,000 compounds, 0.35% hits; further: nearly all actives have a fitted effect of over 65% in size
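FEN1 at 10 nM, compound pretreatment for 15 min (room temperature), 50 nM final substrate to initiate; endpoint reads at 0 and 15 min; DMSO-only plates used as vehicle background.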
N370S GC: qHTS Assay for Inhibitors and Activators of N370S glucocerebrosidase as a Potential Chaperone Treatment of Gaucher Disease. N370S GC spleen homogenate, 4MU-glucoside fluorescence. Potency, µM (top dose mostly 59.4 µM), for the others: top-dose activity change, negative = inhibition, hits mostly inhibitors. 330,000 compounds, 0.092% hits;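 further: 0% = full enzyme activity and -100% = no enzyme basal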
* hit, by the source's call; ? = inconclusive; . = no result given; [ ] = dose if it differs, or a comment. The call rests on the fitted dose curve; in most records, active means well fitted curve in the direction sought with a large enough effect; inconclusive means small, poorly fitted or top-dose-only effect, or another doubt; inactive means no such curve, though single readings can be large; an effect the other way counts as inactive or inconclusive. Unless noted, on the % scale 0 is the no-effect control and ±100 the full control effect; potency means the concentration at half of the fitted maximal effect.

cpd	FEN1 inhibitor	N370S GC	TDP1 inh	Molecule
1	2%	-13%	-10%	CCC(=O)c1ccc(OCC(=O)OCC(=O)NC2CCCCCC2)cc1
2	5%	-5%	.	CC(C(=O)NC1CCCCC1)N1CCN(C)CC1 (stereo not drawn)
3	-2%	1%	9%	O=C(N/C(=C\c1ccccc1)C(=O)N1CCOCC1)c1ccco1
4	2%	-14%	0%	CCOC(=O)c1sc2nc(CC(=O)OC)nc(N(C)CCc3ccccn3)c2c1C
5	10%	11%	3%	COCCN(C(=O)C1CC1)c1nnc(-c2ccc(C)cc2)s1
6	-6%	-1%	2%	COc1ccc(C(=O)Nc2c3c(nn2-c2ccc([N+](=O)[O-])cc2)CS(=O)(=O)C3)cc1
7	-5%	.	-8%[56.1 µM]	Cc1ccc(C(=O)N2CCN(S(=O)(=O)c3sc(C(=O)O)c(C)c3C(=O)O)CC2)s1
8	-6%	-18%	4%	CSc1cccc(CN2CCC(CO)(Cc3cccc(C(F)(F)F)c3)CC2)c1

cpd	FEN1 inhibitor	N370S GC	TDP1 inh	Molecule
9	3%	-16%	-16%	CCn1c(SCC(=O)Nc2ccccc2Cl)nnc1C1CC1
10	1%	-1%	5%	Cc1nn(CC(=O)Nc2ccc(C(=O)N3CCCC3)cc2)c(=O)c2ccccc12
11	0%	11%	2%	Cc1ccc(NC(=O)c2ccccc2SCC(=O)N2CCCC2)cc1S(=O)(=O)N(C)C
12	-5%	.	0%[12.3 µM]	COc1ccc(C(=O)Nc2ccc(NC(=O)c3cccs3)cc2)cc1OC
13	-3%	15%	5%	CCn1c(COc2ccccc2C)nnc1SCC(=O)CC(=O)Nc1ccccc1
14	-1%	15%	8%	Cc1cc(C)c(C(=O)CSc2nc(C)cc(C)c2C(N)=O)c(C)c1
15	-17%	?	2%	CCC(=O)Nc1c(S(=O)(=O)c2ccccc2)c2nc3ccccc3nc2n1Cc1ccccc1
16	-31%	?	5%[0.0935 µM]	CCc1ccc(S(=O)(=O)/N=C2\C=C(Nc3ccc(C(=O)O)cc3)C(=O)c3ccccc32)cc1

cpd	FEN1 inhibitor	N370S GC	TDP1 inh	Molecule
17	-3%	9%	-2%	CCOc1ccc(-c2nc3n(c(=O)c2C#N)CCS3)cc1
18	-3%	5%	8%	COc1ccc(-c2ccc(C3C4C=CCC(C)C4C(=O)N3Cc3ccccc3)c(F)c2)cc1 (stereo not drawn)
19	4%	-4%	3%	O=C(O)c1cc(N2C(=O)C3C4C=CC(C4)C3C2=O)ccc1N1CCOCC1 (stereo not drawn)
20	-10%	5%	3%	CNC(=O)CSc1nnnn1-c1ccc(C)cc1C
21	-20%	?	9%	CCCSc1nnc(N2C(=O)C(O)=C(C(=O)c3ccco3)C2c2ccccc2F)s1 (stereo not drawn)
22	-6%	2%	2%	NC(=O)CC(NC(=O)OCc1ccccc1)C(=O)O (stereo not drawn)
23	5%	.	5%	Cc1cc(C)cc(NC(=O)Cn2nnc(-c3ccccc3F)n2)c1
24	0%	-1%	3%	COc1cc(-c2cc(C(=O)Nc3nc4ccccc4s3)c3ccccc3n2)cc(OC)c1OC

cpd	FEN1 inhibitor	N370S GC	TDP1 inh	Molecule
25	-13%	.	0%	COC(=O)c1cc2oc(C)cc2n1CC(=O)Nc1ccc(C(C)C)cc1
26	-2%	-7%	3%	O=C(COc1ccc(F)cc1)NNC(=O)c1cc2ccccc2oc1=O
27	1%	6%	7%	Cn1cc([N+](=O)[O-])c(C(=O)Nc2nc(-c3ccc(Cl)cc3)cs2)n1
28	-6%	3%	-8%	O=C1Nc2ccccc2Nc2ncccc21
29	-4%	.	1%	O=C1CC(c2ccccc2)Cc2[nH]c(=O)c(C(=O)Nc3ccc(F)cc3)cc21 (stereo not drawn)
30	13%	12%	0%	O=c1c2ccccc2nc(CSc2nnnn2-c2ccccc2)n1-c1ccccc1
31	15%	.	0%	O=C(CNC(=O)c1cccc(Cl)c1)NCC(c1cccs1)N1CCOCC1 (stereo not drawn)
32	1%	-4%	0%	COc1ccccc1CCNC(=O)CCn1c(=O)oc2ccccc21

cpd	FEN1 inhibitor	N370S GC	TDP1 inh	Molecule
33	-2%	-16%	12%	O=C1CN(C(=O)/C=C/c2cc(Br)ccc2F)CCN1
34	3%	0%	4%[0.0935 µM]	CCOc1ccc(N2CC(C(=O)Nc3nnc(C4CCCCC4)s3)CC2=O)cc1 (stereo not drawn)
35	10%	.	10%	Cc1ccc(-n2cnc3cc(C(=O)NC4CCCCCC4)ccc32)cc1Cl
36	.	-24%	0%	C/C(CCC(=O)OC[C@H]1O[C@H](C#Cc2ccccc2)C=C[C@@H]1Oc1ccc(C)cc1)=N\OC[C@@H](O)[C@H]1O[C@@H]2OC(C)(C)O[C@@H]2[C@H]1O
37	5%	-8%	10%	O=C1CCCC2=C1C(c1ccc(Cl)cc1)C1C(=O)c3ccccc3C1=N2 (stereo not drawn)
38	2%	-1%	0%	COc1ccc(C(=O)N2CCC(O)(c3ccc(F)cc3)CC2)cc1OC
39	.	-18%	10%	CCCNC(=O)N1N=C(c2ccc(N)cc2)c2cc3c(cc2[C@H]1C)OCO3
40	.	14%	0%	COc1cc(OC)cc(C2=Nn3c(nnc3-c3ccccc3O)SC2)c1

cpd	FEN1 inhibitor	N370S GC	TDP1 inh	Molecule
41	-3%	7%	0%	COc1ccc(CNC(=O)c2ccc(CS(=O)(=O)Cc3ccccc3F)o2)cc1
42	1%	-4%	12%	C=CCN1CCN(C(c2ccccc2)c2nnnn2CCC(C)C)CC1 (stereo not drawn)
43	2%	3%	-1%	COc1ccc(C(=O)N/N=C/c2c[nH]c3ccccc23)cc1
44	-1%	-3%	-1%	COc1ccccc1OCC(=O)OCC(=O)Nc1sccc1C(N)=O
45	-1%	9%	4%	NS(=O)(=O)c1ccc(NC(=O)COC(=O)C23CC4CC(CC(C4)C2)C3)cc1
46	0%	-10%	.	O=C(NCCCNC(=O)c1cc(Cl)ccc1Cl)c1cnccn1
47	-10%	.	3%	COc1ccc(-c2c(C)nn3c(C(F)(F)F)cc(-c4ccc(C)cc4)nc23)cc1
48	3%	3%	5%	COc1ccc(Cl)cc1S(=O)(=O)NC(C)C(=O)NCc1ccc2c(c1)OCO2 (stereo not drawn)

cpd	FEN1 inhibitor	N370S GC	TDP1 inh	Molecule
49	-4%	-3%	7%	O=C(COc1cccc2ccccc12)N1CCN(c2ccccc2)CC1
50	-13%	.	2%	CCn1cc(S(=O)(=O)c2ccccc2)c(=O)c2cc(F)c(N3CCCC3)cc21
51	-3%	.	9%	CCN(CC)CCN(C(=O)c1ccc(C(=O)OC)cc1)c1nc2ccc(Cl)cc2s1
52	-8%	17%	5%	Cc1cccn2c(=O)c(/C=C(\C#N)C(=O)NCc3ccco3)c(N3CCCC(C)C3)nc12 (stereo not drawn)
53	19%	8%	7%	CC(=O)N1CC2([N+](=O)[O-])CN(C(C)=O)CC([N+](=O)[O-])(C1)C2(C)C
54	-13%	-17%	3%	N#CC1=C(N)OC2=C(C(=O)CCC2)C1CCc1ccccc1 (stereo not drawn)
55	-11%	-7%	3%	C=CCn1c(SCC(=O)Nc2nccs2)nnc1-c1ccco1
56	0%	.	1%	CCOC(=O)/C(C#N)=C/Nc1ccccc1NS(=O)(=O)c1ccc2c(c1)OCCO2

cpd	FEN1 inhibitor	N370S GC	TDP1 inh	Molecule
57	-13%	-18%	.	O=C(Cc1cccs1)Nc1ccc(Cl)c(S(=O)(=O)N2CCOCC2)c1
58	-22%	7%	-1%	Cn1c(=O)n(CCc2ccccc2)c(=O)c2c1nc1n2CCCN1Cc1ccccc1
59	14%	.	2%	COCCCNC(=O)CCCN1C(=O)CCn2nc(-c3cn(C)c4ccccc34)cc21
60	4%	.	6%	Cc1cccc(Oc2ccc(S(=O)(=O)N3CCCCC3)cc2NC(=O)C2=COCCO2)c1
61	13%	-8%	1%	O=S(=O)(c1ccc(F)cc1)N1CCc2ccccc2C1
62	-5%	-6%	.	COc1ccc(NC(=O)Nc2ccc(OCc3ccccc3)cc2)cn1
63	-1%	-1%	.	COc1ccccc1NC(=O)CSc1nc(=O)n(Cc2ccncc2)c2c1CCCC2
64	9%	0%	.	CCNc1nc(NC(C)C)nc(NS(=O)(=O)c2ccc(C)cc2)n1

cpd	FEN1 inhibitor	N370S GC	TDP1 inh	Molecule
65	-12%	.	10%	CC(C)(C)OC(=O)N1CCC(NC(=O)c2nc[nH]c2C(=O)N2CCN(c3ccccc3)CC2)CC1
66	-16%	7%	-1%	CC1(c2nnc(-c3ccc(F)cc3)o2)CC(c2c(Cl)cccc2Cl)=NO1 (stereo not drawn)
67	6%	-12%	2%	CC(CN1CCCCC1)OC(=O)c1ccc2c(c1)OCO2 (stereo not drawn)
68	14%	6%	3%	Cc1cc(C)c2c(=O)[nH]c(SCC(=O)N3CCOCC3)nc2n1
69	7%	.	4%	Cc1cccc(NS(=O)(=O)c2cccc(C(=O)N3CCCCCCC3)c2)c1
70	-8%	6%	5%	CCOc1ccc(C(=O)NCC(=O)N2CCC(C)CC2)cc1OCC
71	-1%	5%	5%	O=C(Nc1ccc2c(c1)OCO2)c1c(F)c(F)c(F)c(F)c1F
72	15%	17%	0%	Cc1ccccc1Cn1ccc(NC(=O)c2nn3cccnc3c2Cl)n1

cpd	FEN1 inhibitor	N370S GC	TDP1 inh	Molecule
73	-4%	-8%	1%	CCN1CCN(S(=O)(=O)c2ccc(Cl)c(C(=O)NCCOc3ccc(C)cc3)c2)CC1
74	-3%	0%	5%	COCCn1c(SCC(=O)c2ccc(Cl)cc2)nnc1C(C)C
75	.	-4%	12%	CC[C@H](C)[C@H](NC(=O)[C@H](Cc1ccc(O)cc1)NC(=O)[C@H](Cc1cnc[nH]1)NC(=O)[C@H](CCCNC(=N)N)NC(=O)[C@H](CC(C)C)NC(=O)[C@H](C)NC(=O)[C@H](CO)NC(=O)[C@H](Cc1ccc(O)cc1)NC(=O)[C@H](Cc1ccc(O)cc1)NC(=O)[C@H](CCCNC(=N)N)NC(=O)[C@H](C)NC(=O)[C@H](CCSC)NC(=O)[C@H](CC(=O)O)NC(=O)[C@H](CCC(=O)O)NC(=O)[C@H](C)NC(=O)[C@@H]1CCCN1)C(=O)N[C@@H](CC(N)=O)C(=O)N[C@@H](CC(C)C)C(=O)N[C@H](C(=O)N[C@H](C(=O)N[C@@H](CCCNC(=N)N)C(=O)N[C@@H](CCC(N)=O)C(=O)N[C@@H](CCCNC(=N)N)C(=O)N[C@@H](Cc1ccc(O)cc1)C(N)=O)[C@@H](C)O)[C@@H](C)CC
76	-14%	-4%	-3%	CC(C)Oc1ccc(N2CC(C(=O)NC3=NCCS3)CC2=O)cc1 (stereo not drawn)
77	-2%	.	1%	N#Cc1ccccc1NC(=O)C(=O)NCC(c1ccc2c(c1)OCO2)N1CCOCC1 (stereo not drawn)
78	0%	3%	0%	O=S(=O)(NCc1ccccc1)c1ccc(Cl)cc1
79	9%	-4%	2%	C1=CC2CC1CC2CN1CCN(c2ccccc2)CC1 (stereo not drawn)
